Screening results (PubChem BioAssay)
Rtt109 Vps75: C. albicans Rtt109 histone acetyltransferase inhibition | Q5AAJ8 | inhibition, % at 34.9 µM | purified Rtt109/Vps75, ThioGlo CoA-SH fluorescence, 4 h | 330,000 compounds, 0.16% hits;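 active = inhibition of at least 50% in every replicate; inconclusive = best replicate reaches 50% inhibition but some replicates fall short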
PfHsp90 set2: reduces growth (ATP signal) of yeast expressing P. falciparum Hsp90 | S. cerevisiae expressing PfHsp90, BacTiter-Glo ATP, 48 h; yeast lacking PDR1 and PDR3 efflux regulators | inhibition, % at 9.4 µM | 310,000 compounds, 0.32% hits | AID 504621;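 active = every replicate shows inhibition above about 80%, whatever the replicate mean, limit read from the data; inconclusive = mean inhibition reaches the set limit but some replicate falls short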;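 also: 0% = DMSO neutral controls and 100% = 20 µM radicicol positive controls; yeast relying on Plasmodium falciparum Hsp90 in place of its own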
LANA DNA inh: blocks KSHV LANA C-terminal domain binding to DNA | AID 504423 | 340,000 compounds, 0.078% hits | inhibition, % at 9 µM | MBP-C-LANA/FAM-LBS DNA binding, fluorescence polarization;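 active = highest replicate inhibition at or above 60% at 9 µM, even if other replicates fall short; inactive = all replicates below 60% inhibition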;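 also: 0% = neutral control wells and 100% = 4 µM acridine orange control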
RTF Ca sens act: increases calcium sensitivity of human cardiac regulated thin filaments | IANBD-labeled TnC RTF fluorescence at EC20 calcium; 0% EC20 calcium, 100% full calcium | activation, % at 7.2 µM | 340,000 compounds, 0.24% hits;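 active = activation above the mean over all tested compounds plus 3 SD, cut at about 30% in these data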;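 also: rise in fluorescence read as greater calcium sensitivity of cardiac thin filaments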
dFosB act: mouse delta FosB homodimer activation; purified delta FosB, TAMRA-CDK5 oligo fluorescence polarization; percent of positive-control signal above neutral wells; activation, % at 25 µM; 340,000 compounds, 0.99% hits;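 active = mean activation above about 17%, with every replicate also reaching it, limit read from the data, passing the limit was not always enough; inconclusive = only one of the two conditions met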;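 also: fluorescence polarization rise as delta FosB binds a TAMRA Cdk5 AP-1 oligo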
Target sequence (P13346 whole entry, looked up): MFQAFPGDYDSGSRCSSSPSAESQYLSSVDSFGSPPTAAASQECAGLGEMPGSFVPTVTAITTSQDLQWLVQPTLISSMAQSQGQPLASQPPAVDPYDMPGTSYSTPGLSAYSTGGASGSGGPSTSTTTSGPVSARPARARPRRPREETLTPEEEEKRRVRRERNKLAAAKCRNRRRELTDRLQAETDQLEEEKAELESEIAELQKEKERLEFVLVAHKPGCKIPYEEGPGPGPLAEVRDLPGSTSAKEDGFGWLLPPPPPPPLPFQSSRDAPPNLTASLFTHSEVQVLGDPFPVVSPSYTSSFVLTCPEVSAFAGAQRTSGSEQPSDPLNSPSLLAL
PvdQ inh: P. aeruginosa PvdQ acylase inhibition. purified PvdQ acylase, fluorescence plate reader. inhibition, % at 10 µM. 340,000 compounds, 0.063% hits. AID 488965; in the data active = inhibition above about 30%, passing the limit was not always enough; inconclusive = no clear call, values can overlap the other calls;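 also: 0% = vehicle neutral wells and 100% = reference inhibitor wells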
RTF Ca sens inh: cardiac RTF calcium desensitization. inhibition, % at 7.15 µM. IANBD-labeled cardiac RTF, Ca2+ fluorescence. 340,000 compounds, 0.12% hits. AID 493244;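 active = inhibition above the mean inhibition of all tested compounds plus 3 SD, cut at about 17% in these data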;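 also: assay run at fixed EC70 calcium of 1.6 mM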
Keap1-Nrf2 PPI: inhibitors of human Keap1-Nrf2 protein-protein interaction | Q14145 | Keap1 Kelch-Nrf2 peptide fluorescence polarization, 1536-well | inhibition, % at 9.4 µM | 340,000 compounds, 0.15% hits | AID 504523; in the data active = inhibition above about 12%; inconclusive = no clear call, values can overlap the other calls; inactive = below about 7.3%;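 also: human Keap1 Kelch domain with fluorescein labeled Nrf2 9mer peptide probe; 0% = neutral control wells and 100% = peptide positive control; higher means more block of Keap1 binding to Nrf2 peptide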
NSD2 HMT inh: blocks human histone methyltransferase NSD2 | NSD2 peptide methylation, AlphaScreen, 120 min | AID 743445 | 310,000 compounds, 0.54% hits | inhibition, % at 12.5 µM; in the data active = inhibition above about 50%
SUMO Mot1 rescue: blocks SUMOylation pathway, rescuing yeast Mot1-301 growth | S. cerevisiae Mot1-301 growth rescue, ATP luminescence, 38.5C; percent above DMSO median, 100 means doubled | growth rescue, % at 18.8 µM | 320,000 compounds, 1% hits;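 active = every valid replicate shows activation above 250% relative to neutral control wells; inactive = the rest, any valid replicate at or below 250%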;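 also: OY570 slx delta 5 strain wells were the positive control but not used for scaling; some compounds called inactive have numbers as strong as hits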
CDK5 inh: inhibitors of human CDK5/p35 kinase; 330,000 compounds, 0.01% hits; Q00535+Q15078; inhibition, % at 10 µM; Recombinant CDK5/p35, ADP-Glo luminescence, 60 min;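 active = highest replicate inhibition of at least 50% and at least 75% of replicates reaching 50%; inconclusive = only one of the two criteria met; inactive = both criteria failed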;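 also: plate controls were DMSO neutral control for no effect and GW8510 at 10 µM for full effect; many of its hits are not listed in these tables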
Target sequence (Q00535 whole entry, looked up): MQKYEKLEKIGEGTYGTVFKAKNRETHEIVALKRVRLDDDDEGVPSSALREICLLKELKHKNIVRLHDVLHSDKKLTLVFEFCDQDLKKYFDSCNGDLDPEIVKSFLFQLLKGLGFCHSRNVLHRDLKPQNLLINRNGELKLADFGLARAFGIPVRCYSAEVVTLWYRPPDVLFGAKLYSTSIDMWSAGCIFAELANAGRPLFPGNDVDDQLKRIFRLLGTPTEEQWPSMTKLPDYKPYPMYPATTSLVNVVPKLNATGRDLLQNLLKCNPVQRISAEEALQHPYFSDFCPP
Target sequence (Q15078 whole entry, looked up): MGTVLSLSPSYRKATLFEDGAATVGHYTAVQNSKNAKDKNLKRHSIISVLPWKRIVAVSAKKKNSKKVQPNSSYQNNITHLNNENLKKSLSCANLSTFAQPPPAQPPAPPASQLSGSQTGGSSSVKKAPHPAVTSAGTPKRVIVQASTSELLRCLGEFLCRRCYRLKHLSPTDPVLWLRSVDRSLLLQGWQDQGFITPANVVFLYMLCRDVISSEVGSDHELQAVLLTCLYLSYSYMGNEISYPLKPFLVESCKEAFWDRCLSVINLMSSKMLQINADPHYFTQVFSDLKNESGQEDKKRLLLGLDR
* hit, by the source's call; ? = inconclusive; . = no result given. Not a hit list; any-hit rate near 3.2%.

(1) COC(=O)CCCC(=O)NC1CCCN(C2Cc3ccccc3C2)C1 (configuration not stated)
(2) COc1ccc(Br)c(C(=O)Nc2nc3ccccc3[nH]2)c1
(3) CN(C)N1C(=O)C2C3C=CC(O3)C2C1=O (configuration not stated)
(4) N#Cc1c(C(F)(F)F)cc(C2CC2)[nH]c1=O
(5) O=C(OCN1C(=O)c2ccccc2C1=O)c1cccs1
(6) COC(=O)CCC(=O)OC1(C)C(=O)C=C2C=C(C3CC3)N(C3CCCC3)C=C2C1=O (configuration not stated)
(7) COC(=O)[C@H](CCSC)NC(=O)NCc1ccccn1
(8) CCOC(=O)c1ccc(NC(=O)CSc2nc(=O)n3cccc(C)c3n2)cc1

screen / no.	1	2	3	4	5	6	7	8
Rtt109 Vps75	1	4	3	-14	-2	-3	-9	14
PfHsp90 set2	-8	-1	14	-5	-31	15	8	.
LANA DNA inh	-1.7	1.0	0.5	0.3	0.8	1.0	-0.6	-1.2
RTF Ca sens act	4	1	-5	6	-2	-9	-8	-5
dFosB act	-6	-4	8	-7	2	0	2	29*
PvdQ inh	-13	0	-6	-13	-17	8	3	-5
RTF Ca sens inh	-9	-1	3	-4	-3	-6	-5	-4
Keap1-Nrf2 PPI	-4	0	-5	-3	-1	-1	1	1
NSD2 HMT inh	-2	11	-6	.	-1	.	2	12
SUMO Mot1 rescue	-12	11	.	-12	-11	-4	-16	240
CDK5 inh	-0.3	-0.8	-0.1	-0.1	-0.9	3.8	0.7	-2.3

(9) COc1ccc(C(=O)/C=C/Nc2ccc([N+](=O)[O-])cc2C)cc1OC
(10) COc1ccccc1CCC(=O)Nc1nccs1
(11) COc1cccc(CNC(=O)C2CCN(c3nn4c(=O)cc(C)nc4s3)CC2)c1
(12) CCCCSc1nc(C)cc(C)c1S(=O)(=O)c1ccccc1C
(13) O=C(Nc1ccc(S(=O)(=O)N2CCCCC2)cc1)c1ccco1
(14) COc1ccc(/C=N/NC(=O)c2ccc(Br)o2)cc1Cn1cc([N+](=O)[O-])cn1
(15) CCn1cc(Br)c(C(=O)N(C)Cc2ccccc2)n1
(16) CCOC(=O)c1c(C(C#N)C#N)cc(C)nc1C

screen / no.	9	10	11	12	13	14	15	16
Rtt109 Vps75	7	-5	-1	-11	-3	3	-4	26
PfHsp90 set2	3	1	-3	-15	3	-2	24	2
LANA DNA inh	-2.9	-0.4	-0.1	-0.8	-0.2	0.4	0.3	-1.5
RTF Ca sens act	8	3	-3	4	-2	-5	-2	3
dFosB act	-3	3	-7	-15	-11	3	-2	1
PvdQ inh	3	0	-5	-5	5	5	-20	14
RTF Ca sens inh	2	-2	0	-3	-7	6	-3	4
Keap1-Nrf2 PPI	-9	-7	1	-1	0	1	-10	-3
NSD2 HMT inh	5	3	2	-2	41	-4	-5	-1
SUMO Mot1 rescue	1	-4	245	2	-3	-5	-14	24
CDK5 inh	1.2	1.5	-0.1	-0.9	-0.5	-0.7	2.4	-1.7

(17) COc1ccc2c(C(=O)c3ccc(Cl)cc3)n(CCCC(N)=O)[n+]([O-])c2c1
(18) Cc1ccc(S(=O)(=O)NCCCNS(=O)(=O)c2ccccc2[N+](=O)[O-])cc1
(19) CCOCCCNC(=O)c1ccc(Br)cc1
(20) CC(=O)CCc1oc2ccc(C)cc2c1-c1ccccc1
(21) O=C(NCCN1CCOCC1)C(=O)NCC1OCCN1C(=O)c1ccc(Cl)cc1 (configuration not stated)
(22) CC1CCCC(NC(=O)COC(=O)/C=C/c2ccco2)C1C (configuration not stated)
(23) O=C(COC(=O)C(Cc1ccccc1)NC(=O)c1ccccc1)c1ccccc1 (configuration not stated)
(24) O=C(CCC(=O)N/N=C/c1ccc(Br)s1)NCc1ccccc1

screen / no.	17	18	19	20	21	22	23	24
Rtt109 Vps75	15	-2	-10	4	3	7	17	-1
PfHsp90 set2	-2	-1	-17	-9	8	-9	-2	28
LANA DNA inh	0.9	-1.6	-1.8	-0.4	0.7	0.1	0.8	3.2
RTF Ca sens act	2	-6	-4	7	-3	-5	-1	2
dFosB act	-2	-7	3	-11	4	-13	-7	-5
PvdQ inh	9	-16	-9	-4	9	4	0	-11
RTF Ca sens inh	-9	2	-16	-5	0	-10	6	1
Keap1-Nrf2 PPI	-3	-4	0	-5	-4	1	2	-1
NSD2 HMT inh	.	-1	4	-2	.	-3	0	-4
SUMO Mot1 rescue	-1	12	203	-4	-3	-10	0	3
CDK5 inh	0.8	1.1	0.7	0.9	0.2	1.0	0.9	0.7

(25) O=c1[nH]c(=O)n([C@H]2C[C@H](O)[C@@H](CO)O2)cc1F
(26) NC(=O)c1ccc(SCC(=O)OCC(=O)NC2CCCCCCC2)c([N+](=O)[O-])c1
(27) CC(C)CC(C(=O)NCC1CCCO1)N(C(=O)Cn1nnc(-c2ccc(F)cc2)n1)c1ccccc1F (configuration not stated)
(28) CN(C1CCCCC1)C(CNS(=O)(=O)c1ccccc1)c1ccccc1 (configuration not stated)
(29) COc1cc(C(=O)NCc2ccc(-c3nc4ccccc4o3)cc2)cc(OC)c1OC
(30) Cc1nnc2ccc(-c3ccc(NS(=O)(=O)c4ccc(Cl)s4)cc3)nn12
(31) Cc1nc(CN(C)C(=O)c2cc(COc3ccc4ncccc4c3)on2)cs1
(32) CN(C(=O)COC(=O)CSCc1cccc(Cl)c1)c1c(N)n(Cc2ccccc2)c(=O)[nH]c1=O

screen / no.	25	26	27	28	29	30	31	32
Rtt109 Vps75	1	-4	-6	1	10	-2	16	3
PfHsp90 set2	8	-30	12	21	-24	-21	13	.
LANA DNA inh	1.9	-1.0	-1.7	1.0	-0.9	2.0	-2.0	4.3
RTF Ca sens act	0	-2	1	10	-3	2	1	0
dFosB act	3	-10	-7	-10	27*	-13	-18	-2
PvdQ inh	-11	-10	-7	-10	8	-1	-16	-13
RTF Ca sens inh	-9	0	0	-4	-1	6	-3	-8
Keap1-Nrf2 PPI	-4	-5	-6	-2	0	3	-4	4
NSD2 HMT inh	.	-2	1	1	-1	0	-2	-2
SUMO Mot1 rescue	115	-16	1	-13	2	-7	-17	-8
CDK5 inh	0.0	-2.3	1.0	.	-1.8	1.0	-2.1	0.2

(33) Cc1[nH]c2ccc(Br)cc2c(=O)c1CN1CCCCC1
(34) COc1cccc(Cn2nnc(C(=O)NCc3ccc4c(c3)OCO4)c2N)c1
(35) COc1ccc(CCNC(=O)c2ccccc2OCc2ccccc2)cc1
(36) Nc1nc(-c2ccco2)nn1S(=O)(=O)c1ccccc1
(37) CN(c1ccccc1)S(=O)(=O)c1ccc(C(=O)N2CCN(c3ccccc3Cl)CC2)cc1
(38) COc1ccc(-c2nsc3c(N4CCCCC4C)ncnc23)cc1 (configuration not stated)
(39) CCC(C)NC(=O)CSc1ccc(S(=O)(=O)N2CCN(Cc3ccccc3)CC2)cn1 (configuration not stated)
(40) Cc1ccc(NC(=O)CCN2C(=O)NC3(CCCC3)C2=O)cc1S(=O)(=O)N1CCOCC1

screen / no.	33	34	35	36	37	38	39	40
Rtt109 Vps75	7	1	-2	11	13	.	1	4
PfHsp90 set2	.	16	9	33	-24	-15	-19	5
LANA DNA inh	0.0	-2.6	1.6	0.0	-1.0	-0.4	0.4	-1.6
RTF Ca sens act	-5	-4	-5	3	-2	8	-7	-4
dFosB act	-1	-5	-6	-4	-5	-15	-4	-5
PvdQ inh	-12	4	-5	-12	-15	-11	0	-7
RTF Ca sens inh	-1	7	-5	-10	-5	9	5	-5
Keap1-Nrf2 PPI	0	2	1	-5	-8	-6	7	2
NSD2 HMT inh	5	-4	0	-2	-1	.	3	0
SUMO Mot1 rescue	-14	8	3	-16	19	-21	0	15
CDK5 inh	-0.8	0.3	-0.2	-0.3	1.6	-0.5	-0.5	-0.4

(41) CC(=O)NCCC(Cc1ccccc1)c1ccco1 (configuration not stated)
(42) O=C(CCc1cnccn1)NC1CCCc2c1cnn2-c1ccc(F)cc1F (configuration not stated)
(43) COc1ccc(CCNC(=O)C(Sc2ccccn2)c2ccccc2)cc1OC (configuration not stated)
(44) O=C(N=C1SC2CS(=O)(=O)CC2N1c1cccc(Cl)c1Cl)C1CC1 (configuration not stated)
(45) Cc1ccccc1Nc1nc(NCc2ccco2)c2ccccc2n1
(46) COc1ccc2[nH]c(=O)c(CN(c3ccccc3)S(=O)(=O)c3ccccc3)cc2c1
(47) CCOc1ccc(C(=O)Nc2ccncc2)cc1
(48) Cc1ccc(-n2nnnc2SCc2nnc(-c3ccccc3Br)o2)c(C)c1

screen / no.	41	42	43	44	45	46	47	48
Rtt109 Vps75	7	7	-3	-7	17	-6	-3	1
PfHsp90 set2	-4	-14	2	1	.	-11	7	-5
LANA DNA inh	31	-0.1	0.5	0.0	1.1	-1.8	-0.5	1.4
RTF Ca sens act	-3	-2	2	-3	-2	-4	11	1
dFosB act	-10	-5	-1	-14	36*	-6	-5	-3
PvdQ inh	-1	-17	-19	-9	-1	-7	6	-7
RTF Ca sens inh	-8	-3	-6	9	-1	-9	-4	1
Keap1-Nrf2 PPI	-5	0	-4	5	?	-5	6	-6
NSD2 HMT inh	-1	-1	0	0	.	-3	-3	27
SUMO Mot1 rescue	-4	-1	3	7	-16	-10	9	106
CDK5 inh	-1.2	-0.3	0.6	.	0.2	-0.1	10	-0.2

The final four entries of the section above open the next one.
(45) Cc1ccccc1Nc1nc(NCc2ccco2)c2ccccc2n1
(46) COc1ccc2[nH]c(=O)c(CN(c3ccccc3)S(=O)(=O)c3ccccc3)cc2c1
(47) CCOc1ccc(C(=O)Nc2ccncc2)cc1
(48) Cc1ccc(-n2nnnc2SCc2nnc(-c3ccccc3Br)o2)c(C)c1
(49) N#Cc1c(SCC(=O)Nc2nc3ccccc3s2)sc2c(O)cc(=O)[nH]c12
(50) CC(=O)c1cc2c(cc1NC(=O)CN1CCN(c3ccc(F)cc3)CC1)OCO2
(51) COc1ccc(-c2[nH]ncc2CN2C[C@@H]3CCC[C@H]2C3)c(F)c1
(52) Cc1cccc(OCc2nc(C#N)c(N3CCCC3)o2)c1
(53) CCOc1cc(CNc2ccc(N3CCCC3)cc2)cc(Cl)c1OC

screen / no.	45	46	47	48	49	50	51	52	53
Rtt109 Vps75	17	-6	-3	1	-2	-8	1	12	.
PfHsp90 set2	.	-11	7	-5	-50	15	0	6	8
LANA DNA inh	1.1	-1.8	-0.5	1.4	11	2.6	1.2	0.4	7.7
RTF Ca sens act	-2	-4	11	1	4	-1	5	-2	-24
dFosB act	36*	-6	-5	-3	-6	-2	-6	-20	-7
PvdQ inh	-1	-7	6	-7	-7	-12	-12	6	5
RTF Ca sens inh	-1	-9	-4	1	-1	-12	-8	-1	-11
Keap1-Nrf2 PPI	?	-5	6	-6	-4	-3	0	-2	1
NSD2 HMT inh	.	-3	-3	27	5	0	0	4	5
SUMO Mot1 rescue	-16	-10	9	106	19	7	277	2	15
CDK5 inh	0.2	-0.1	10	-0.2	0.5	1.7	1.6	-0.1	1.2
